# Bioassay records: PubChem BioAssay, several laboratories
# Salmonella PhoP GFP – inhibitors of PhoP regulon expression, primary screen, Salmonella Typhimurium, GFP reporter (AID 1863); inhibition, % at 50 µM; hits with a dose series show IC50 in µM; S. Typhimurium PhoP-regulated promoter GFP reporter, 4 h; higher % means a stronger effect; 300,000 tested, 0.16% active;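 active = inhibition over 29.93%, a cutoff 3 SD above the screen mean, later confirmed by dose response; inconclusive = inhibition over 29.93% but no dose response follow-up; inactive = inhibition at most 29.93% or unconfirmed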;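 note: 0% = low Mg2+ inducing control and 100% = high Mg2+ repressing control; strong numbers were not always called active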
# GPR55 antagonists – GPR55 antagonists blocking LPI-driven arrestin recruitment, primary screen, imaging, U2OS, beta-arrestin-GFP, LPI agonist (AID 2013); inhibition, % at 10 µM, or IC50 in µM where a hit was titrated; U2OS GPR55 beta-arrestin-GFP translocation imaging, LPI antagonism; higher % means a stronger effect; G-protein coupled receptor 55 (Homo sapiens); 290,000 tested, 0.13% active;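 active = spots per cell inhibited over 60%, with over 100 cells counted and total cytoplasm intensity under 500,000; inconclusive = wells with under 100 cells, flagged as likely toxic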;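 note: U2OS cells stably carrying GPR55 and arrestin-GFP stimulated by 5 µM LPI near EC80; imaged beta-arrestin-GFP aggregate spots per cell after agonist stimulation; plate controls were LPI-stimulated DMSO wells for no effect and DMSO wells without LPI for full effect; some results filed as inactive read as strong as hits; confirmed hits need IC50 under 10 µM and bright autofluorescent wells are also inconclusive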
# MgcRacGAP inhibition – MgcRacGAP GTPase-activating activity inhibitors, confirmation, biochemical, ADP Hunter fluorescence; MgcRacGAP-stimulated Rac1 GTP hydrolysis, ADP Hunter fluorescence; higher % means a stronger effect; GST-tagged Rac1 F28L mutant substrate; Rac GTPase-activating protein 1 (Homo sapiens); inhibition, % at 30 µM, or IC50 in µM where a hit was titrated; AID 624330, 2012; 340,000 tested, 0.6% active;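 active = first-screen hits whose inhibition reached a set limit at any dose in the follow-up dose series; inconclusive = inhibition above the set first-screen limit but never retested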;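 note: fluorescence reports GDP produced by GAP-driven GTP hydrolysis; strong numbers were not always called active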
# GPR35 antagonists – GPR35 antagonists blocking zaprinast-driven arrestin recruitment, primary screen, imaging, U2OS, beta-arrestin-GFP, zaprinast agonist (AID 2058) | G-protein coupled receptor 35 (Homo sapiens) | U2OS GPR35 beta-arrestin-GFP translocation imaging, zaprinast antagonism; higher % means a stronger effect | inhibition, % at 10 µM; hits with a dose series show IC50 in µM | 290,000 tested, 0.052% active;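 active = inhibition of at least 50% with at least 30 cells and total cytoplasm GFP at most 10,000,000; inconclusive = under 30 cells or total GFP of 10,000,000 plus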
# Dengue-2 NS5 capping – Dengue-2 NS5 methyltransferase inhibitors, primary screen, biochemical, confirmation dose response (AID 588689); Genome polyprotein (Dengue virus type 2 (strain 16681-PDK53)); Dengue-2 NS5 methyltransferase capping enzyme assay, biochemical; higher % means a stronger effect; one-dose inhibition, % at 25 µM; IC50 in µM for titrated hits; 340,000 tested, 0.3% active; in the data active = a potency from the dose series; inconclusive = inhibition above about 29% without an active follow-up result
# HIV fusion peptide – inhibitors of HIV fusion peptide binding, primary screen, biochemical, uHTS, fluorescence dequenching (AID 1986). cell-free peptide binding, fluorescence dequenching, 30 min; higher % means a stronger effect. inhibition, % at 20 µM, or IC50 in µM where a hit was titrated. 290,000 tested, 0.3% active; in the data active = inhibition mostly above about 52%, no sharp cut-off; inactive = mostly below about 76%; note: some results filed as inactive read as strong as hits
# SV40 large T antigen – SV40 large T antigen inhibitors, biochemical (AID 1903); 310,000 tested, 0.39% active; one-dose inhibition, % at 20 µM; IC50 in µM for titrated hits; SV40 large T antigen ATPase/helicase inhibition assay; higher % means a stronger effect; in the data active = a potency from the dose series; inconclusive = inhibition mostly from about 32% at the one dose, without a potency; inactive = the rest, 99 in 100 with inhibition below about 32%; note: strong numbers were not always called active
# RSV CPE inhibition – RSV antiviral activity via CPE protection, HEp-2 cells, primary 10 µM value included (AID 2391); 310,000 tested, 0.13% active; HEp-2 cells, RSV-induced CPE inhibition; higher % means a stronger effect; CPE inhibition, % at 10 µM, or IC50 in µM where a hit was titrated; in the data active = a potency from the dose series; inconclusive = CPE inhibition mostly from about 23% at the one dose, without a potency; inactive = the rest, 99 in 100 with CPE inhibition below about 21%; note: strong numbers were not always called active
# UTI89 phage lysis – inhibition of K1F phage lysis, E. coli UTI89, bacterial capsule biogenesis inhibitors, alamar blue (AID 488966) | E. coli UTI89 K1F phage lysis, alamar blue, 2 h; higher % means a stronger effect | inhibition, % at 100 µM, or IC50 in µM where a hit was titrated | 340,000 tested, 0.02% active;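 active = phage lysis inhibition, versus mean bacterial control, above a set limit; inconclusive = no clear call, values can overlap the other calls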;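 note: capsule biogenesis inhibitors block K1F phage lysis so surviving cells raise fluorescence; higher fluorescence means more inhibition of phage lysis; actives were called in the ten point dose series up to 300 µM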
# Numbers without * were called inactive; u = inconclusive; x = no result given; [ ] = dose if it differs, or a comment. An unsorted share of the library; any-hit rate near 1.5%.
SMILES,Salmonella PhoP GFP,GPR55 antagonists,MgcRacGAP inhibition,GPR35 antagonists,Dengue-2 NS5 capping,HIV fusion peptide,SV40 large T antigen,RSV CPE inhibition,UTI89 phage lysis
CC(/C=C/c1ccc2c(c1)OCO2)=N\NC(=O)c1cccc([N+](=O)[O-])c1,1.2%,-10.6%,-2.0%,8.6%,2.8%,-0.3%,20.1%,-1.1%,0.8%
Cc1sc2ncn(CC(=O)NCC3COc4ccccc4O3)c(=O)c2c1S(=O)(=O)N1CCOCC1 (centres undefined),-4.1%,1.5%,2.5%,11.0%,0.8%,-2.0%,4.0%,-0.8%,-0.3%
N#C/C(=C\N1CCCCC1)S(=O)(=O)c1ccc(Cl)cc1,-6.5%,0.6%,x,3.9%,x,0.9%,18.1%,x,x
c1ccc2[nH]c(CSc3nccs3)nc2c1,29.8%,1.2%,4.7%,-5.7%,-8.1%,-1.5%,-3.5%,0.4%,0.2%
COc1ccc(C(=O)NCC(=O)OCc2csc(-c3ccccc3)n2)cc1,3.4%,12.0%,8.7%,-7.3%,-7.7%,-2.0%,5.9%,0.7%,0.6%[50 µM]
Cc1ccc(NC(=O)NNC(=O)COc2ccc(Cl)cc2)cc1,x,x,-9.4%,x,3.1%,x,4.5%,-0.7%,0.2%
COc1ccc(C(C)C)cc1S(=O)(=O)Nc1ccc(Cl)cn1,33.0%,13.2%,0.7%,2.4%,-5.5%,-0.8%,-4.2%,2.8%,0.5%
CCn1c(=O)c(CCC(=O)N2CCOCC2)c(C)c2c(C)nn(-c3ccccc3)c21,-5.5%,-8.4%,9.9%,15.1%,3.5%,-1.1%,9.0%,12.2%,0.5%
CCOc1ccc(-c2ccc(SCC(=O)Nc3nnc(C)s3)nn2)cc1,-8.4%,-1.5%,2.1%,-5.1%,1.4%,1.7%,-8.0%,2.3%,0.1%
COc1cc(/C=C2\C(=O)N(CCC#N)N=C2C)c(Br)cc1OC(C)C,-3.3%,-4.9%,26.8%,-28.4%,9.6%,3.8%,-123.8%,2.4%,0.1%
COc1ccc(/C(=N/Nc2ncnc3ccccc23)C(=O)O)cc1,3.7%,-5.3%,1.4%,-5.8%,-3.2%,-1.5%,6.2%,-0.1%,0.1%
O=C(Cn1c(=O)n(CCC(=O)N2CCc3ccccc3C2)c(=O)c2ccccc21)NCC1CCCO1 (centres undefined),-1.3%,-1.8%,0.8%,-15.0%,0.7%,-1.2%,7.5%,x,-0.2%
Cc1ccccc1NS(=O)(=O)c1cc2c3c(c1)CC(=O)N3CCC2,-6.9%,17.5%,15.4%,1.0%,0.9%,-1.2%,11.4%,1.9%,0.5%
O=C1CCC(c2ccccc2)=NN1,-4.2%,-4.1%,-0.5%,10.0%,-1.5%,0.0%,3.1%,u,0.1%
O=C(NCc1ccc(C(F)(F)F)cc1)c1ccc2c(c1)S(=O)(=O)c1ccccc1C2=O,-7.0%,x,-1.5%,x,0.8%,x,2.8%,0.1%,-3.8%
C=CCNc1ccc(C(=O)O)cc1,-18.5%,-8.5%,3.1%,-20.6%,-1.9%,-0.9%,6.1%,2.6%,1.4%[50 µM]
COC(=O)c1c(C)oc2ccc(OC(=O)c3cccs3)cc12,-6.6%,-16.5%,6.2%,-10.6%,-1.4%,-0.1%,-1.6%,11.1%,-0.7%
COc1cc2c(cc1OC)C1=C(C#N)CC/C(=N\S(=O)(=O)c3ccccc3)N1CC2,-9.3%,1.0%,3.1%,-6.0%,-3.5%,0.9%,4.7%,8.0%,-3.3%
CC(C)(C)C(=O)Nc1cc(NC(=O)C(C)(C)C)cc(C(=O)Nc2cc(C(=O)O)cc(C(=O)O)c2)c1,-0.7%,-4.9%,2.2%,-8.7%,-3.3%,5.8%,-27.0%,1.2%,2.1%
O=C(O)c1ccc(N(c2ccccc2)c2ccccc2)cc1,14.4%,-5.6%,6.5%,3.8%,60.3µM*,22.5%,11.8%,11.7%,-0.3%
Cc1noc(C)c1S(=O)(=O)N1CCC(C(=O)NCCC2=CCCCC2)CC1,-2.8%,9.6%,-1.5%,4.8%,4.4%,-1.5%,0.7%,3.3%,4.0%
Cc1n[nH]c(=O)c2c1nnn2Cc1ccc(F)cc1,6.0%,4.3%,6.7%,-1.2%,1.6%,-1.9%,-1.2%,0.8%,0.7%[50 µM]
O=C1N[C@@H](Cc2cn(S(=O)(=O)c3ccccc3)c3ccccc23)C(=O)N[C@H]1Cc1ccccc1,2.0%,x,0.8%,x,-4.8%,x,8.8%,1.6%,0.1%
CCNS(=O)(=O)c1ccc(NC(=O)Cc2ccc(F)cc2)cc1,-1.6%,-2.3%,5.0%,-18.4%,-5.5%,1.5%,-6.4%,3.6%,4.1%
Cc1nn(C)c(C)c1NC(=O)c1ccc(S(=O)(=O)N(C)C)cc1,-0.3%,5.3%,6.9%,-20.1%,3.4%,-2.0%,-1.3%,1.9%,4.0%
O=C(Nc1ccnn1C1CCN(Cc2cc(Cl)ccc2O)CC1)c1cccnc1,-3.1%,1.9%,13.1%,-6.0%,-7.1%,2.3%,10.9%,-1.4%,0.4%
O=C(COc1ccc(Cl)cc1Cl)NN1C(=O)/C(=C\c2ccc(Cl)cc2)SC1=S,-2.6%,17.3%,-0.3%,-6.2%,0.0%,6.6%,22.3%,0.9%,-1.6%
Cn1c(=O)n(CCc2ccccc2)c(=O)c2c1nc1n2CCCN1c1ccccc1,-13.9%,8.1%,4.0%,-11.0%,-2.8%,-1.9%,0.2%,3.0%,0.3%
O=C(CC1S/C(=N/N=C/c2cccs2)NC1=O)Nc1ccc(Cl)c(Cl)c1 (centres undefined),-2.4%,5.6%,-1.0%,-13.3%,-5.1%,4.6%,-1.8%,u,-1.0%[50 µM]
Cc1cccc(NC(=O)c2cc([N+](=O)[O-])ccc2N2CCN(C)CC2)c1,3.0%,-0.5%,3.5%,2.0%,0.0%,-1.5%,0.8%,-0.4%,1.7%
COc1cc(/C=N/N(C)C2=NS(=O)(=O)c3ccccc32)cc(OC)c1OC,-1.5%,-5.9%,2.3%,-9.3%,1.6%,-1.5%,2.6%,3.5%,-0.1%
COc1ccc(/C=N/N(C)C2=NS(=O)(=O)c3ccccc32)cc1,-6.2%,3.0%,8.2%,1.0%,-1.3%,2.8%,8.2%,0.7%,0.1%
Cc1cc(Cl)ccc1OCCCC(=O)NNC(=O)c1ccncc1,x,x,4.2%,x,-2.2%,x,x,-0.3%,2.9%[50 µM]
CCOc1ccc(S(=O)(=O)N2CCCC(C(=O)NC3CCCC3)C2)cc1 (centres undefined),5.0%,6.6%,4.0%,5.5%,-6.5%,3.5%,8.4%,0.9%,1.3%[50 µM]
CCNC(=S)N1CCN(CC)CC1,-8.9%,2.4%,23.9%,-16.4%,-3.8%,1.2%,7.2%,0.3%,0.1%
Cc1nnc2ccc(N3CCC4(CC3)OCCO4)nn12,-0.1%,-4.5%,1.4%,-2.4%,0.0%,0.4%,-3.3%,1.1%,-1.0%
COc1ccc(N2C(=O)CCC2(C#N)c2ccc(OC)cc2)cc1 (centres undefined),-1.1%,-5.4%,4.1%,-1.0%,0.7%,5.0%,13.0%,2.2%,0.0%
COc1cc(CNc2ncc(-c3ccc(Br)cc3)n2C)cc(OC)c1O,-5.0%,10.7%,52µM*,-10.6%,-15.1%,-2.3%,24.8%,2.0%,-0.2%
Cc1cc2ccccn2c1C(=O)c1ccc(N/N=C/c2ccc(C(=O)O)cc2)c([N+](=O)[O-])c1,1.3%,-9.6%,6.6%,-3.5%,22.3%,52.9%*,x,x,0.1%
CCOc1ccc(NC(=O)CCC(=O)Oc2ccc(C)cc2)cc1,-4.0%,-6.7%,7.9%,4.6%,-7.3%,-3.7%,4.2%,1.1%,0.1%
CC(=O)Nc1nc(C)c(Oc2cccc(C(F)(F)F)c2)c(=O)[nH]1,-7.4%,-44.3%,9.0%,7.7%,4.6%,0.0%,1.4%,2.4%,0.8%
CC(NC(=O)Cn1nc(-c2ccccc2)ccc1=O)c1ccccc1 (centres undefined),-8.1%,2.5%,12.3%,3.2%,-15.9%,-0.4%,0.1%,0.9%,-0.4%[50 µM]
COC(=O)/C=c1/sc2n(c1=O)CCN=2,8.7%,11.1%,7.0%,13.9%,-9.6%,0.3%,1.3%,1.2%,-0.1%
CCN(CC)S(=O)(=O)c1cccc(C(=O)/C=C2/N(C)c3ccccc3C2(C)C)c1,-0.7%,5.7%,11.0%,-2.9%,-10.9%,0.5%,11.1%,3.0%,0.3%
COc1cc(C(C)=O)ccc1Oc1ncnc2c1cnn2-c1ccccc1,-9.2%,2.3%,1.1%,-6.8%,-7.7%,0.9%,9.1%,5.1%,0.2%
CC(=O)c1cccc(NC(=O)c2ccc(C(=O)Nc3cccc(C(C)=O)c3)nc2)c1,-4.8%,6.1%,1.8%,4.4%,2.2%,2.0%,3.1%,-2.2%,0.7%
Nc1cc(-c2ccc(Br)cc2)nn1Cc1ccccc1,-4.6%,-2.0%,-1.7%,0.5%,19.9%,-0.2%,3.5%,x,0.2%
CCCOc1ccccc1NS(=O)(=O)c1ccc2[nH]c(=O)[nH]c2c1,-2.8%,1.6%,7.1%,9.8%,-4.1%,0.8%,11.2%,9.6%,0.2%
Cc1ccc(S(=O)(=O)NCC(=O)NCC(=O)N2CCN(c3ncccn3)CC2)cc1C,-2.2%,9.1%,2.8%,10.5%,-9.9%,-0.9%,9.4%,-0.8%,0.2%
CC(C)CCn1c(N2CCN(c3cccc(Cl)c3)CC2)nc2c1c(=O)[nH]c(=O)n2C,-4.7%,-6.1%,1.7%,-0.6%,-4.0%,-2.2%,0.5%,11.4%,0.3%
COc1cc(NC(=S)Nc2ccc(Br)cc2Cl)c(OC)cc1Cl,15.0%,0.8%,20.6%,-16.8%,0.0%,-1.8%,3.1%,6.8%,9.7%
COc1ccnc(N=CNOCc2cccc(Cl)c2Cl)c1C#N,2.4%,2.8%,1.8%,-3.0%,-6.8%,3.9%,9.8%,1.7%,-1.4%[50 µM]
O=C(CN1CCOCC1)Nc1c(Cl)cc(Cl)cc1Cl,-8.8%,4.6%,-0.2%,-5.2%,6.3%,1.0%,14.4%,0.3%,-0.2%
